Bioassay records from PubChem BioAssay.
N370S GC: inhibitors or activators of N370S glucocerebrosidase for Gaucher disease; Potency, µM (series often up to 59.4 µM), without a hit: top-dose activity change, negative = inhibition, usual class: inhibitors; P04062; N370S GC spleen homogenate, 4MU-glucoside fluorescence; 0.092% of 330,000 active;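 also: 0% = full enzyme activity and -100% = no enzyme basal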
KAT2A inh: inhibitors of human GCN5L2 histone acetyltransferase | GCN5L2 HAT assay, ThioGlo1 CoA-SH fluorescence | Potency, µM (top dose mostly 58.9 µM), without a hit: top-dose activity change, negative = inhibition, usual class: inhibitors | 0.21% of 390,000 active | AID 504327
Target sequence (Q92830 whole entry, looked up): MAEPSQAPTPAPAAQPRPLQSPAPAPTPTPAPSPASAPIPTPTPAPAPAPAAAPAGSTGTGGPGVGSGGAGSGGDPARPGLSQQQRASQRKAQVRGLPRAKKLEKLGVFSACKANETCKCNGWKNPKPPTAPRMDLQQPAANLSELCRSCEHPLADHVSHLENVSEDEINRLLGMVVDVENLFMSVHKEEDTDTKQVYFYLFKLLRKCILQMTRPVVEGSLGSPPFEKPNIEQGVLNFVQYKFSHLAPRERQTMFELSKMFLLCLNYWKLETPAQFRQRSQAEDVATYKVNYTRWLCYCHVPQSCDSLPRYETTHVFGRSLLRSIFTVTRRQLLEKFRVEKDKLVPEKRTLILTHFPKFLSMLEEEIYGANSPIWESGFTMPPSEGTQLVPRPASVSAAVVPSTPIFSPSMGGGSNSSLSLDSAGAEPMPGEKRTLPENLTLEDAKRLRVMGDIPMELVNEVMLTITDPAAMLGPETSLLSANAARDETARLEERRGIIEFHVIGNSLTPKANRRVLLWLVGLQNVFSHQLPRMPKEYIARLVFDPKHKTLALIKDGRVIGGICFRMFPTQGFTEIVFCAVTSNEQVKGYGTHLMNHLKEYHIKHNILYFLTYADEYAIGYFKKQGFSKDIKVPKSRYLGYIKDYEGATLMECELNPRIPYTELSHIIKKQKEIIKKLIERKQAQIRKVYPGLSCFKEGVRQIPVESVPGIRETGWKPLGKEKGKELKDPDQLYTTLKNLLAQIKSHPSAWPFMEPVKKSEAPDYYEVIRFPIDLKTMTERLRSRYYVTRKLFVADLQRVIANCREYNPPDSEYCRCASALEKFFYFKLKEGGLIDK
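Titration-based screen in which CoA formation is detected via maleimide probe ThioGlo1 (50uM) turning fluorescent on thiol reaction; substrates H3(1-25) 75uM and acetyl-CoA 70uM, GCN5L2 20nM, 20 min incubation at room temperature.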
FEN1 inhibitor: blocks human flap endonuclease 1; Recombinant FEN1 flap cleavage, fluorescence, 15 min; Potency, µM (doses to about 114 µM), for inactives: top-dose activity change, negative = inhibition, usual class: inhibitors; 0.35% of 390,000 active; AID 588795; also: nearly all actives have a fitted effect of over 65% in size
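In this screen, 50 nM flap DNA substrate was added to 10 nM FEN1 pretreated with compound for 15 min at room temperature; cleavage was followed with reads at 0 and 15 min, and Hill fitting gave concentration–response parameters.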
Starred values were filed as active, the others as inactive; ? = inconclusive; . = no result given; & = joins results of further samples; [ ] = dose if it differs, or a comment. Calls follow the shape of the dose curve; as a rule, active = well fitted curve in the direction sought with a large enough effect; inconclusive = small, poorly fitted or top-dose-only effect, or another doubt; inactive = no such curve, though single readings can be large; an effect the other way counts as inactive or inconclusive. Unless noted, % is scaled to controls: 0 for no effect and ±100 for the full control effect; potency is read from the fitted curve at half-maximal effect.

N370S GC	KAT2A inh	FEN1 inhibitor	mol
-2%	2%	0%	COCCN(C(=O)CNC(=O)c1ccco1)C(C(=O)NC1CCCC1)c1cccc(OC)c1 (stereo not given)
.	2%	-2%	COc1cccc(NC(=O)C(=O)NCCc2csc(-c3ccc(C)cc3)n2)c1
?	?	7%	O=C(COc1ccccc1)Nc1cc(C(F)(F)F)ccc1N1CCCC1
8%	-5%	-6%	CCSc1nc2c(c(=O)n1-c1ccc(F)cc1)SCC2
.	2%	-19%	COc1ccc(C#Cc2c(-c3ccccc3)n(-c3ccccc3)c3ccc(CO)cc23)cc1
-23%	-8%	14%	COc1ccc(NC(=O)CCS(=O)(=O)c2ccc3nc(C)sc3c2)cc1OC
-9%	4%	-3%	COc1ccc(CCNC(=O)CCc2cc(OC)c(OC)c(OC)c2)cc1OC
7%	-3%	-1%	Cc1nonc1OCCn1nnnc1N
.	-9%	-20%	O=C(COC(=O)Cc1c[nH]c2ccccc12)Nc1cc(S(=O)(=O)N2CCOCC2)ccc1Cl
.	-2%	14%	CCOc1ccccc1NC(=O)c1cn(C2CCCC2)c(=O)c2c1c1ccccc1n2C
3%	0%	-4%	CCNc1ncnc2c1cnn2C
19%	-1%	3%	CC(SCC(=O)O)c1nc2ccccc2[nH]1 (stereo not given)
1%	-6%	15%	O=C(CCCCCN1C(=O)[C@@H]2Cc3ccccc3CN2C1=O)Nc1cccc(F)c1
-5%	-8%	9%	CCN(CC)S(=O)(=O)c1ccc(C(=O)Nc2cccc(C)c2)cc1
0%	2%	.	N#Cc1cccc(-c2cncnc2NCc2ccccc2)c1
3%	-3%	0%	COc1cccc(-n2cnc3cccc(N)c32)c1
.	-6%	3%	O=C(Nc1ccc2nc(SCC(=O)N3CCCc4ccccc43)sc2c1)c1cccc(F)c1
0%	0%	0%	COc1ccc(-c2cc(C(=O)Nc3cc(C)ccc3O)no2)cc1
.	-4%	-7%	CCc1cccc(C)c1NC(=O)Cn1nc(C)c2nn(-c3ccc(Cl)cc3)c(C)c2c1=O
.	3%	-2%	CCc1ccc(-c2nn(CC(=O)Nc3ccccc3)c3c2cnc2ccc(F)cc23)cc1
18%	-2%	7%	CCOC(=O)C1CCN(C(=O)CCC(=O)NNc2nc3ccccc3c3nc(C)nn23)CC1
3%	-17%	1%	O=S(=O)(c1ccc2oc(=S)[nH]c2c1)N1CCCCC1
-21%	2%	8%	CC(C)C[C@H](NC(=O)c1nc[nH]c1C(=O)N1CCNCC1)C(=O)OCc1ccccc1
0%	0%	4%	O=C(NNC(=O)c1ccc2ncccc2c1)c1ccc(Cl)cc1
-1%	-1%	-15%	O=C(c1ccc2snnc2c1)N1CCOCC1
1%	2%	-1%	CCCCCC1CC(COc2ccccc2)OC1=O (stereo not given)
0%	-4%	-6%	COc1cc2c(cc1OC)C(c1ccccc1)N(C(=O)CSCC(=O)O)CC2 (stereo not given)
5%	1%	0%	N#CC1=C(N)N(c2ccccc2)C2=C(C(=O)CCC2)C1c1ccccc1 (stereo not given)
-10%	-6%	12%	COc1ccc(CCNC(=S)Nc2cccc3ccccc23)cc1
-3%	0%	12%	COc1cc(OC)cc(-c2nc(SCC(=O)Nc3ccccc3F)n[nH]2)c1
-18%	-4%	-6%	O=C(CSc1nnnn1-c1cccc2ccccc12)Nc1ccc(N2CCOCC2)c(Cl)c1
4%	?	-9%	CCOc1ccc(CCNC(=O)COC(=O)C2CCN(S(=O)(=O)c3ccc(C)c(C)c3)CC2)cc1OCC
.	-1%	7%	Cc1cc(C)cc(NC(=O)C2CCCN(S(=O)(=O)c3cccc4nsnc34)C2)c1 (stereo not given)
-2%	-8%	-18%	O=C(CN1CCOCC1)Nc1nc2ccc(Br)cc2s1
0%	-3%	9%	COC(=O)c1scc(C)c1NC(=O)CSc1ccc(Cl)cc1
-6%	-3%	17%	Cc1csc(SCC(=O)N(C)c2c(N)n(Cc3ccccc3)c(=O)[nH]c2=O)n1
11%	-5%	4%	O=C(NCc1ccc(F)cc1)c1noc2c1CCCCC2
4%	-6%	3%	Cc1ccc(C(=O)O/N=C(\c2ccccc2)c2ccncc2)cc1
4%	0%	6%	Cc1nn(C)c(C)c1NC(=O)/C(C#N)=C\N(C)C
-7%	4%	-2%	Cc1ccccc1NS(=O)(=O)c1cc(OCC(N)=O)c(C)cc1Cl
5%	-5%	.	O=c1nc2ccccc2c2n1CC(CN1CCN(c3ccccc3)CC1)N2 (stereo not given)
14%	-12%	0%	O=C(COC(=O)C1CCCCC1)Nc1ccc([N+](=O)[O-])cc1
-5%	5%	-3%	COc1ccc(Cl)cc1NC(=O)CC(=O)Nc1cc(Cl)ccc1OC
4%	2%	-2%	O=C(Cn1c(=O)oc2ccccc21)N1CCCCC1
.	-17%	8%	CCCCNc1ccc(-c2nc(-c3ccccc3)no2)cc1[N+](=O)[O-]
-1%	-7%	1%	COc1ccc2nc(SCC(=O)NC3(C#N)CCCCC3)[nH]c2c1
4%	34%[activator]	-13%	COC(=O)c1ccc([C@H]2C=C(C(=O)O)O[C@@H](OCc3ccc(CO)cc3)C2)cc1
-24%	-16%	.	CCCCCCCCCCCCC/C=C\[C@@H](O)[C@H](CO)NC(C)=O
3%	15%	8%	Cc1cccc(NC(=O)Cn2c(=O)oc3ccccc32)c1
-6%	-4%	.	COCCCn1c2nc3ccccc3nc2c2c(=O)n(Cc3ccccc3Cl)cnc21
7%	-7%	-3%	COc1ccc(N2CC(C(=O)N[C@H](C(=O)NC(C)c3ccccc3)C(C)C)CC2=O)cc1 (stereo not given in full)
?	-1%	-6%	CC(=O)Nc1ccc(S(=O)(=O)NNC(=O)COc2ccc(C(C)(C)C)cc2)cc1
2%	-29%	-2%	O=C(Nc1nc(-c2ccc3c(c2)OCO3)cs1)C1COc2ccccc2O1 (stereo not given)
2%	-3%	3%	O=C(COC(=O)c1cnccn1)c1ccccc1
-12%	2%	3%	COc1ccc(S(=O)(=O)N[C@@H](CC(C)C)C(=O)O)cc1
-13%	-8%	-5%	Cc1cc(C)c(-c2csc(NC(=O)CCCc3nc4ccccc4c(=O)[nH]3)n2)c(C)c1
0%	-8%	-1%	O=C(Cn1c(=O)oc2ccccc21)N1CCN(c2ccccc2)CC1
3%	-7%	-4%	CC(CC(=O)O)C(=O)c1ccc(Cl)c([N+](=O)[O-])c1 (stereo not given)
.	4%	5%	CCN(Cc1ccccc1)Cc1c(O)ccc2c(=O)c(-c3ccccc3)c(C(F)(F)F)oc12
5%	-15%	-11%	O=C(COC(=O)c1ccccc1)NCc1ccco1

Going on with the list:
N370S GC	KAT2A inh	FEN1 inhibitor	mol
4%	-2%	-16%	Cc1onc(-c2ccccc2Cl)c1C(=O)N1CC(C)OC(C)C1 (stereo not given)
-14%	-4%	-2%	COc1ccccc1C(=O)NCC(C)(C)CN=C1NS(=O)(=O)c2ccccc21
.	-4%	18%	Cc1ccc(NC(=O)CSc2nc(-c3ccc(C(C)(C)C)cc3)nc3cc(=O)[nH]n23)cc1C
7%	1%&-9%	-4%&18%	Cc1cc(C(=O)Nc2c(C)cccc2C)n(-c2ccccc2)n1
-6%	-9%	.	Cc1nc2cnc(Oc3ccccc3)nc2n(CCc2ccccc2)c1=O
1%	3%	8%	COc1ccc(CN2C(=O)C(O)(CC(=O)c3c(C)n[nH]c3C)c3ccccc32)cc1OC (stereo not given)
0%	-6%	-20%	COc1ccc(OC)c(Nc2ncnc3sccc23)c1
.	-5%	3%	CCC(CC)C(=O)Nc1c(C(=O)N2CCN(c3ccccc3F)CC2)oc2ccccc12
1%	-10%	.	COc1cccc(Nc2ncc3nc(C)c(=O)n(CCc4ccccc4)c3n2)c1
-1%	-1%	31%	Cc1ccc(NC(=O)NN2CCN(C)CC2)cc1C
.	-5%	-15%	CCOc1ccc2oc(=O)cc(CN3CCN(C(=O)c4cccc(F)c4)CC3)c2c1
1%	-5%	-1%	COC(=O)COC(=O)c1ccc(Oc2nc(OC)nc(N(C)C)n2)cc1
-2%	-5%	4%	Cc1cc(C)cc(N(C(=O)c2ccccn2)C(C(=O)NC2CCCCC2)c2ccncc2)c1 (stereo not given)
30%	-16%	-5%	CCN(CC)C(=O)c1sc2[nH]c(=S)n(-c3ccccc3)c(=O)c2c1C
?	42%[activator]	-12%	CCCCNC(=S)N(Cc1c(C)noc1C)c1ccccc1
8%	-1%	2%	CC(C)(C)SCCNS(=O)(=O)c1ccc(C#N)cc1
.	-13%	7%	O=C(Nc1cccc(C(=O)N2CCN(c3ccccc3)CC2)c1)c1nsc2ccccc12
11%	-5%	-9%	CC1CCCN(C(=O)CSCC(=O)Nc2nc(-c3cccs3)cs2)C1 (stereo not given)
6%	0%	0%	O=C(NCc1ccc(F)cc1)C1CCCN(S(=O)(=O)c2cccc3nsnc23)C1 (stereo not given)
.	-8%	-15%	O=C(CSc1nc2c(oc3ccccc32)c(=O)n1-c1ccccc1)Nc1ccccc1F
3%	-2%	-4%	COCCNC(=O)NC(=O)COC(=O)c1ccc2[nH]c3c(c2c1)CCCC3
0%	-11%	6%	COc1ccc(-c2nc(C#N)c(NCC3CCCO3)o2)cc1 (stereo not given)
?	0%	-18%	C=CCCOc1ccccc1C(N)=O
8%	6%	2%	Cc1cccc(NC2=NC(=S)N(CC#N)C23CCCCC3)c1
6%	-1%	4%	CCOc1ccc(C(CC(=O)O)NC(=O)COc2ccc3ccccc3c2)cc1OC (stereo not given)
5%	-12%	13%	O=C(Nc1cccnc1)c1cc(-c2ccc(Cl)c(Cl)c2)on1
-4%	2%	-2%	C#CCOCCOCCOCCNc1nc(N2CCN(C(=O)[C@H](CCCCN)n3cc(C(N)[C@H](C)CC)nn3)CC2)nc(N2CCN(C(=O)[C@H](CCC(=O)O)n3cc(C(N)[C@H](C)CC)nn3)CC2)n1 (stereo not given in full)
?	-7%	-11%	COc1ccc2c(C)c(Cc3ccccc3)c(=O)oc2c1OC
-6%	?	-6%	Cc1nn(-c2ccccc2)c(C)c1NC(=O)COC(=O)c1ccc(S(=O)(=O)C(F)F)cc1
.	-2%	-11%	O=C(CSc1ccccc1)NCc1ccc2c(c1)CCN2C(=O)c1ccccc1
0%	-6%	-7%	Cc1ccc(OCC(=O)Sc2ccc(C)cc2)cc1
.	-7%	-8%	CCc1ccc(NCc2cc3ccc(OC)cc3n(CC(=O)Nc3ccccc3OC)c2=O)cc1
-3%	-10%	7%	COc1cc(C(=O)N(CCc2ccccc2)C2CC3CCC(C2)N3C)cc(OC)c1OC (stereo not given)
-3%	-10%	1%	CC(C)c1onc(C(=O)NCc2ccccn2)c1[N+](=O)[O-]
2%	2%	24%	CCOc1ccc(NC(=O)C2CSC(c3ccncc3)=N2)cc1 (stereo not given)
.	-1%	7%	CC[C@@H](CC1CCCCC1)C(=O)N(Cc1ccccc1)c1ccccc1
-18%	-1%	-11%	COc1cc(-c2nc3n(n2)C(c2cccc(OC)c2OC)C2=C(CCCC2=O)N3)cc(OC)c1OC (stereo not given)
-6%[12.8 µM]	-6%	-1%	CCN(CC)c1ccc2c(c1)OC(N)=C(C#N)C2c1cccnc1 (stereo not given)
-11%	-1%	-1%	Nc1ccc(OCc2ccco2)cc1
-2%	-4%	7%	O=C(NC(=S)NNC(=O)c1cnccn1)c1ccc(Cl)cc1
12%	-1%	0%	Cc1nnc(NC(=O)c2nn(CC(C)C)c(=O)c3ccccc23)s1
-19%	-18%	13%	CCC(=O)Nc1nnc(S(=O)(=O)N2CCCc3ccccc32)s1
-2%	3%	8%	CC(CCCC(C)(C)O)NCCO (stereo not given)

Molecules shown so far containing two or more sulfur atoms:
N370S GC	KAT2A inh	FEN1 inhibitor	mol
8%	-5%	-6%	CCSc1nc2c(c(=O)n1-c1ccc(F)cc1)SCC2
-23%	-8%	14%	COc1ccc(NC(=O)CCS(=O)(=O)c2ccc3nc(C)sc3c2)cc1OC
.	-6%	3%	O=C(Nc1ccc2nc(SCC(=O)N3CCCc4ccccc43)sc2c1)c1cccc(F)c1
3%	-17%	1%	O=S(=O)(c1ccc2oc(=S)[nH]c2c1)N1CCCCC1
.	-1%	7%	Cc1cc(C)cc(NC(=O)C2CCCN(S(=O)(=O)c3cccc4nsnc34)C2)c1 (stereo not given)
0%	-3%	9%	COC(=O)c1scc(C)c1NC(=O)CSc1ccc(Cl)cc1
-6%	-3%	17%	Cc1csc(SCC(=O)N(C)c2c(N)n(Cc3ccccc3)c(=O)[nH]c2=O)n1
30%	-16%	-5%	CCN(CC)C(=O)c1sc2[nH]c(=S)n(-c3ccccc3)c(=O)c2c1C
8%	-1%	2%	CC(C)(C)SCCNS(=O)(=O)c1ccc(C#N)cc1
11%	-5%	-9%	CC1CCCN(C(=O)CSCC(=O)Nc2nc(-c3cccs3)cs2)C1 (stereo not given)
6%	0%	0%	O=C(NCc1ccc(F)cc1)C1CCCN(S(=O)(=O)c2cccc3nsnc23)C1 (stereo not given)
-19%	-18%	13%	CCC(=O)Nc1nnc(S(=O)(=O)N2CCCc3ccccc32)s1

A portion of the library; rates above refer to the full screens.
